# High-throughput results deposited in PubChem by several laboratories.
# FadD28 FP inh: blocks FadD28 binding to the bisubstrate probe | fluorescence polarization | inhibition, % at 12.5 µM | actives 0.22% (n = 360,000) | AID 588549; in the data active = inhibition above about 8.5%, passing the limit was not always enough; inconclusive = no clear call, values can overlap the other calls
# UGM FP inh: blocks M. tuberculosis UGM enzyme | P9WIQ1 | inhibition, % at 10 µM | actives 0.06% (n = 320,000) | purified UGM, fluorescence polarization probe displacement | AID 504406; in the data active = inhibition above about 10%, passing the limit was not always enough; inconclusive = no clear call, values can overlap the other calls
# Target sequence (P9WIQ1 whole entry, looked up): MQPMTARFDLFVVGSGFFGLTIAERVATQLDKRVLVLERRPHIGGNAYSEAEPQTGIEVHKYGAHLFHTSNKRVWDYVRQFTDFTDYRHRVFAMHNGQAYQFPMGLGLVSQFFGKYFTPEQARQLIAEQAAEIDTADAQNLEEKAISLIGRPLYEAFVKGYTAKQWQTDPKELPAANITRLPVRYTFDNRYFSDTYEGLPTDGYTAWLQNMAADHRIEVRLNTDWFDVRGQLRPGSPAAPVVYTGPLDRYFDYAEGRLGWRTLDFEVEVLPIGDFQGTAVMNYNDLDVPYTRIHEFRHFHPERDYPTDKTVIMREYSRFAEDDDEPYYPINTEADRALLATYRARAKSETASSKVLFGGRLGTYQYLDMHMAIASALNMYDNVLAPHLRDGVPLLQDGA
# Rv3671c protease: inhibits the M. tuberculosis serine protease Rv3671c; inhibition, % at 5.96 µM; AID 2606; P9WHR9; actives 0.048% (n = 320,000); in the data active = inhibition above about 38%;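 also: extracellular domain of Rv3671c used as enzyme; 0% = enzyme with DMSO and 100% = no enzyme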
# PrPC TRFRET: reduces human prion protein on the cell surface; P04156; cell surface PrPC, TR-FRET read-out; inhibition, % at 13.8 µM; actives 0.43% (n = 370,000); AID 720596; in the data active = inhibition above about 24%; also: 0% = median of the test wells and 100% = reference compound wells
# FBA Mtb inh: inhibitors of M. tuberculosis fructose-bisphosphate aldolase | purified M. tuberculosis FBA, fluorescence read-out | actives 2.3% (n = 360,000) | P9WQA3 | inhibition, % at 1 µM; in the data active = inhibition above about 27%;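 also: 0% = vehicle and 100% = reference inhibitor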
# Target sequence (P9WQA3 whole entry, looked up): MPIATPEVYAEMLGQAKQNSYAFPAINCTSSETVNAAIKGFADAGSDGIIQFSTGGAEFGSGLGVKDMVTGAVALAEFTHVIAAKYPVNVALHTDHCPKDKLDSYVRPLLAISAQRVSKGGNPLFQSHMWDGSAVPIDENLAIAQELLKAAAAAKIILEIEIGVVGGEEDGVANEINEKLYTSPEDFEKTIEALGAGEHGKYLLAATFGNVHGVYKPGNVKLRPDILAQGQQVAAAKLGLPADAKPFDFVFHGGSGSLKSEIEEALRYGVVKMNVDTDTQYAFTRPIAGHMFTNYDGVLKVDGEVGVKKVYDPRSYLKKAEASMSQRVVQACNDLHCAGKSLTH
# Mtb BioA inh: blocks M. tuberculosis BioA enzyme activity; purified M. tuberculosis BioA enzyme, plate reader; inhibition, % at 9.99 µM; actives 0.096% (n = 360,000); AID 602481; in the data active = inhibition above about 40%; inconclusive = no clear call, values can overlap the other calls
# BoNT-F LC inh: inhibitors of Botulinum neurotoxin F light chain protease; Multiplex microsphere protease cleavage assay, flow cytometry; inhibition, % at 10 µM; actives 0.22% (n = 360,000); in the data active = inhibition above about 35%, passing the limit was not always enough; inconclusive = no clear call, values can overlap the other calls; also: plate controls were buffer without enzyme for full effect and enzyme alone for no effect
# GDH-TPI inh: counter-screen for M. tuberculosis FBA inhibitors: GDH-TPI coupled enzymes. GDH-TPI coupled enzyme counterscreen, NADH absorbance. inhibition, % at 4.8 µM. actives 1.2% (n = 360,000); in the data active = inhibition above about 30%;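 also: 0% = DMSO wells and 100% = wells lacking the enzyme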
# MazF activator: activators of E. coli MazEF toxin-antitoxin RNase | activation, % at 20 µM | AID 504720 | actives 0.32% (n = 350,000) | P0AE70 | FAM/BHQ RNA-DNA oligo cleavage fluorescence, 5 h; in the data active = activation above about 50%
# Target sequence (P0AE70 whole entry, looked up): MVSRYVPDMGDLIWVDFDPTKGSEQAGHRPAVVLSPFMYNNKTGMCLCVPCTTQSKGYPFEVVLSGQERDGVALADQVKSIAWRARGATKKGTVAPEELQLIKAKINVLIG
# Active calls of the source: *; i = inactive; ? = inconclusive; . = no result given; + = active, no number.
SMILES,FadD28 FP inh,UGM FP inh,Rv3671c protease,PrPC TRFRET,FBA Mtb inh,Mtb BioA inh,BoNT-F LC inh,GDH-TPI inh,MazF activator
COCCCNc1nc2ccccc2nc1NS(=O)(=O)c1ccc(OC)cc1,-0.8,3.6,0,-2,30*,1.0,21,25,-3
Cc1c(CC(=O)N2CCN(C(=O)C3COc4ccccc4O3)CC2)c(=O)oc2cc(O)ccc12 (stereo not given),-2.9,-1.5,0,5,+,0.5,-11,13,14
COc1cc(/C=C2/C(=O)N(c3ccc(C(=O)O)cc3)N=C2C)cc(OC)c1O,0.8,1.8,.,-5,-2,-2.0,-9,17,-215
CC(NC(=O)COC(=O)C1CCN(S(=O)(=O)c2ccccc2C(F)(F)F)CC1)c1ccccc1 (stereo not given),-3.7,-1.6,-4,8,0,1.6,-15,4,3
COc1cccc2cc(C(=O)N3CCCc4ccccc43)oc12,-1.5,-0.4,2,0,1,-0.8,1,4,-3
COc1cc(C(C#N)N2N=C(c3ccccc3)CC2c2ccccc2)ccc1O (stereo not given),-4.0,-0.8,-7,5,1,-0.7,0,20,2
COC(=O)CN1C(=O)C(C)(C)Oc2ccc(C(=O)NC3CCCC3)cc21,1.4,-1.3,8,-1,1,0.2,0,1,9
Cc1cc(C)n(CC(=O)N/N=C/c2ccc(C)o2)n1,-1.0,1.7,1,-11,0,-1.7,-1,18,-1
Cc1onc(-c2ccccc2)c1C(=O)Oc1ccccc1,-1.8,-0.4,-2,-4,4,-0.2,-9,7,4
O=C(NCCCN1CCCC1=O)c1cccc(S(=O)(=O)NCc2ccccc2)c1,-4.3,-0.7,8,-5,-3,.,-2,8,0
CC(C)(C)C(=O)C1=C(O)C(=O)N(Cc2ccccc2)C1c1ccccc1F (stereo not given),0.3,-1.3,-4,0,-1,-1.5,6,9,-27
CS(=O)(=O)N1CCC(C(=O)Nc2ccc(Br)cc2F)CC1,-3.6,-2.1,-3,6,-1,-1.1,-4,-7,7
OCCCNc1nnc(-c2ccccc2)c2ccccc12,-0.6,-1.0,4,3,-2,2.0,-17,6,-3
Cc1cc(C)cc(NC(=O)N(CCC#N)Cc2cccs2)c1,-3.3,-1.1,-2,4,0,-0.6,?,-2,3
Nc1ccc2nc3c(=O)[nH]c(=S)[nH]c3nc2c1,?,15*,16,-30,-15,.,7,13,i
CCC(C)NC(=O)CCC(=O)NNc1nc2ccccc2c2nc(C)nn12 (stereo not given),-1.8,0.5,2,1,4,-0.1,2,-3,-4
O=C(NCCN1C(=O)S/C(=C\c2ccccc2F)C1=O)C1CCCN1C(=O)c1cccs1 (stereo not given),2.6,-0.2,4,-4,4,.,7,18,-11
COc1ccccc1/C=C/c1ccc2cccc(O)c2n1,-2.4,1.4,-6,-12,2,-0.7,?,10,0
COc1cc(C2=NOC(C(=O)NCc3ccco3)C2)cc(OC)c1OC (stereo not given),-0.1,3.6,9,10,1,-1.0,-9,5,4
O=C(NCC(c1ccco1)N1CCN(c2ccc(F)cc2)CC1)C(=O)NC1CCCCC1 (stereo not given),-2.0,-0.4,7,-3,4,0.8,-3,-8,-1
NNC(=O)c1sc2cc(C(F)(F)F)cnc2c1-c1cccnc1,-5.1,1.0,-8,13,1,.,7,7,-2
CCc1nnc(NC(=O)c2nc(Cl)ccc2Cl)s1,-2.3,-0.2,.,-6,-2,-3.5,10,6,-4
O=C(Cc1nn[nH]n1)NCCC1=CCCCC1,-0.7,1.9,-2,-4,-1,-0.5,-1,-3,6
Cc1ccc(C)c(Cn2nnc3c(=O)[nH]c(C4CCN(C(=O)c5ccco5)CC4)nc32)c1,-0.4,-2.4,0,-11,0,1.5,-2,-6,5
CCOc1ccccc1OCCCC(=O)N1CCN(S(=O)(=O)c2ccc(C)cc2)CC1,0.2,3.9,-5,-2,2,.,-7,7,0
# The results go on.
SMILES,FadD28 FP inh,UGM FP inh,Rv3671c protease,PrPC TRFRET,FBA Mtb inh,Mtb BioA inh,BoNT-F LC inh,GDH-TPI inh,MazF activator
COC(=O)c1ccc(C(NC(=O)OCc2ccccc2)/C(F)=C/[C@@H](C)C(=O)O)cc1 (stereo not given in full),-3.3,0.8,1,1,1,1.3,-1,2,5
CCn1cc(C(=O)NCc2ccc(Cl)cc2)c(=O)c2cc(S(=O)(=O)N3CCOCC3)ccc21,-6.5,-0.4,7,-10,-1,0.5,-4,7,1
CCOC(=O)C1(C)CCN1C(=O)c1cc(C)oc1C (stereo not given),-1.3,.,.,4,-2,-1.7,6,9,.
CC(=O)Nc1ccc(-c2cn3c(n2)SCC3)cc1,.,1.2,-4,2,-4,-1.9,-12,8,-28
Cc1ccccc1-n1c(-c2ccc(Cl)cc2)cnc1SCC(=O)NC1CCS(=O)(=O)C1 (stereo not given),-7.7,4.0,2,-1,-3,4.3,0,-2,-3
CC(C)(C)OC(=O)N1CCCC(C(=O)Nc2ccc(C(=O)NCc3ccccc3)cc2)C1 (stereo not given),0.0,.,.,11,4,0.2,-1,3,-2
COCC(=O)N(Cc1ccc(OC)cc1)Cc1nc2ccccc2c(=O)[nH]1,0.0,-0.2,3,5,-2,0.4,-10,-1,6
CCOC(=O)C1CN(S(=O)(=O)c2cccs2)c2ccc(CC(=O)OC)cc2O1 (stereo not given),-0.7,1.0,0,-1,1,0.5,-1,8,1
CCCC(=O)c1cn(CC(=O)OC)c2ccccc12,-0.7,0.3,4,-5,2,-1.9,.,2,3
O=C(CCCN1C(=O)c2cccc3cccc(c23)C1=O)NC1CCS(=O)(=O)C1 (stereo not given),-2.5,0.2,3,-28,40*,.,4,9,-12
O=C(c1ccc2c(c1)OCO2)C1CCCN(Cc2cccc(C(F)(F)F)c2)C1 (stereo not given),0.3,0.1,-10,3,-2,-0.4,2,-2,3
O=C(Cn1cnc2ccccc21)N1CCN(S(=O)(=O)c2ccccc2)CC1,-3.0,-1.2,-1,9,2,.,-2,-4,7
CCOC(=O)NCCOC(=O)Nc1ccc(Cl)cc1,0.4,1.7,-2,2,5,-1.2,2,2,-15
CCOc1ccc(C(=O)N2CCN(c3ncccn3)CC2)cc1,-0.4,0.1,1,-2,.,2.2,-6,.,7
CCCCCCn1c(-c2cccs2)n[nH]c1=S,-2.0,-4.0,-10,-1,48*,1.6,-4,183*,4
Cc1cc(C)c(S(=O)(=O)Nc2ccccc2C(=O)N2CCOCC2)c(C)c1,-1.9,0.6,-11,1,2,1.1,0,6,1
Cc1cccc(/N=C/c2c(O)c3ccccc3oc2=O)n1,-3.0,-1.8,-5,2,0,-2.9,8,8,-7
CC1(C)CC(=O)C2=C(C1)Nc1ccccc1NC2c1cccnc1 (stereo not given),0.1,-0.6,-1,5,2,-0.3,8,37*,10
CC(C)OCCCN1CC(=O)N2C(c3ccccc3)c3[nH]c4ccccc4c3C[C@H]2C1=O (stereo not given in full),-0.3,1.2,0,-12,9,0.0,-5,6,1
COc1ccc(/C=C2\SC(=O)N(CCNC(=O)C3=COCCO3)C2=O)cc1,0.4,-0.6,2,5,2,-0.6,8,31*,1
COc1ccc(C2CC(=O)Oc3c(C(CCN4CCCC(C)C4)c4ccc(N(C)C)cc4)c(OC)cc(OC)c32)cc1 (stereo not given),-4.5,-1.2,-6,-9,2,-1.7,-16,5,17
CCOC(=O)c1sc2ccc(S(=O)(=O)N3CC(C)CC(C)C3)cc2c1N (stereo not given),-1.8,.,-5,8,-2,.,-6,2,2
Cn1cc(-c2cccc(Cl)c2)cc(C#N)c1=O,-0.2,-2.9,-2,-2,44*,.,-1,14,3
O=C1[C@@H]2Cc3ccccc3CN2C(=O)N1c1cccc(F)c1,-4.0,1.6,-4,0,-1,0.1,-5,-8,-10
Cc1ccccc1C(=O)NNC(=O)C1CCN(C(=O)Nc2ccccc2)CC1,-1.1,-1.1,2,1,7,1.0,-7,3,10
# Additional records follow.
SMILES,FadD28 FP inh,UGM FP inh,Rv3671c protease,PrPC TRFRET,FBA Mtb inh,Mtb BioA inh,BoNT-F LC inh,GDH-TPI inh,MazF activator
COc1cccc(-c2cnc3c(NC(C)=O)cc(-c4cccc(NS(C)(=O)=O)c4)cn23)c1,-0.7,.,.,-2,8,-2.2,4,6,.
CC1=C([N+](=O)[O-])C(c2ccccc2C(F)(F)F)NC(=O)N1C (stereo not given),0.2,-0.4,8,-4,-1,.,?,12,2
O=C(CCC1CCCC1)NCCS(=O)(=O)N1CCN(c2ccc(F)cc2)CC1,-2.0,0.1,1,-1,4,.,-12,2,-2
CC1CN(c2ccc(NS(=O)(=O)c3ccccc3)cc2C(=O)O)CC(C)O1 (stereo not given),-1.0,3.4,0,-1,-5,-5.4,?,13,4
CCOC(=O)C1CCN(S(=O)(=O)c2ccc3c(c2)CCN3C(=O)C2CCC2)CC1,-2.6,-1.1,-8,.,-1,-3.3,-1,3,3
C/C(Cn1cnc([N+](=O)[O-])n1)=N\NC(=O)c1ccncc1,-1.2,0.5,-2,-2,1,.,-9,1,9
C=C[C@@H]1c2cc(C)ccc2N(S(=O)(=O)c2ccc(C)cc2)[C@H](c2ccccc2C(F)(F)F)C1(C#N)C#N,-2.0,0.5,0,-5,1,0.9,-3,7,-6
CC(=O)Nc1ccc(NC(=O)C(C)n2nc([N+](=O)[O-])c(Br)c2C)cc1 (stereo not given),-3.0,0.1,4,-8,4,-0.5,1,5,-1
O=C(CN1CCCCC1)NCC1(c2ccccc2)CCCC1,-1.2,-2.1,-2,1,0,.,-2,1,6
CCCC(=O)NCc1ccc2c(c1)cc(C)n2C,-3.6,3.0,1,-6,2,-0.5,-37,-2,1
Cc1nnc(SCC(=O)Nc2ccc(F)cc2)n(N)c1=O,?,3.3,2,1,-4,-0.8,-6,2,4
O=C1CC(=O)N(Cc2ccco2)C(=O)N1,4.3,-2.0,-14,-5,5,-2.8,1,5,-13

# In the list so far, two have a tert-butyl group:
SMILES,FadD28 FP inh,UGM FP inh,Rv3671c protease,PrPC TRFRET,FBA Mtb inh,Mtb BioA inh,BoNT-F LC inh,GDH-TPI inh,MazF activator
CC(C)(C)C(=O)C1=C(O)C(=O)N(Cc2ccccc2)C1c1ccccc1F (stereo not given),0.3,-1.3,-4,0,-1,-1.5,6,9,-27
CC(C)(C)OC(=O)N1CCCC(C(=O)Nc2ccc(C(=O)NCc3ccccc3)cc2)C1 (stereo not given),0.0,.,.,11,4,0.2,-1,3,-2

# Taken from above.
# Result of C=C[C@@H]1c2cc(C)ccc2N(S(=O)(=O)c2ccc(C)cc2)[C@H](c2ccccc2C(F)(F)F)C1(C#N)C#N under Rv3671c protease: 0
# Result of O=C1CC(=O)N(Cc2ccco2)C(=O)N1 under PrPC TRFRET: -5
# Result of COc1cccc(-c2cnc3c(NC(C)=O)cc(-c4cccc(NS(C)(=O)=O)c4)cn23)c1 under PrPC TRFRET: -2
# Result of CCCC(=O)NCc1ccc2c(c1)cc(C)n2C under Mtb BioA inh: -0.5
# Result of CCOC(=O)C1CCN(S(=O)(=O)c2ccc3c(c2)CCN3C(=O)C2CCC2)CC1 under Mtb BioA inh: -3.3
# Result of CC1CN(c2ccc(NS(=O)(=O)c3ccccc3)cc2C(=O)O)CC(C)O1 (stereo not given) under UGM FP inh: 3.4

# Compound profiles, as listed above.
# Results for O=C(NCC(c1ccco1)N1CCN(c2ccc(F)cc2)CC1)C(=O)NC1CCCCC1 (stereo not given) : FadD28 FP inh: -2.0; UGM FP inh: -0.4; Rv3671c protease: 7; PrPC TRFRET: -3; FBA Mtb inh: 4; Mtb BioA inh: 0.8; BoNT-F LC inh: -3; GDH-TPI inh: -8; MazF activator: -1
# Results for CCOC(=O)C1CCN(S(=O)(=O)c2ccc3c(c2)CCN3C(=O)C2CCC2)CC1 : FadD28 FP inh: -2.6; UGM FP inh: -1.1; Rv3671c protease: -8; PrPC TRFRET: .; FBA Mtb inh: -1; Mtb BioA inh: -3.3; BoNT-F LC inh: -1; GDH-TPI inh: 3; MazF activator: 3
# Results for C=C[C@@H]1c2cc(C)ccc2N(S(=O)(=O)c2ccc(C)cc2)[C@H](c2ccccc2C(F)(F)F)C1(C#N)C#N : FadD28 FP inh: -2.0; UGM FP inh: 0.5; Rv3671c protease: 0; PrPC TRFRET: -5; FBA Mtb inh: 1; Mtb BioA inh: 0.9; BoNT-F LC inh: -3; GDH-TPI inh: 7; MazF activator: -6
